M1 PAM – human M1 muscarinic receptor positive allosteric modulators, primary screen, CHO-K1 cells, Fluo-8 calcium fluorescence, 1536-well. CHO-K1 hM1, ACh EC20; 0% = ACh EC20, 100% = maximal ACh. 360,000 compounds, 0.088% hits. Muscarinic acetylcholine receptor M1 (Homo sapiens), P11229. activation, % at 3 µM; in the data active means activation above about 19%, passing the limit was not always enough
M5 antag – human M5 muscarinic receptor antagonists, primary screen, CHO cells, Fluo-8 calcium fluorescence; Muscarinic acetylcholine receptor M5 (Homo sapiens), P08912; CHO-hM5 cells, ACh EC80; inhibition, % at 3 µM; 360,000 compounds, 0.59% hits;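 active means inhibition above a per-plate cutoff, the mean of that plate's test compounds plus 3 SD, cut at about 27% in these data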;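 further: 0% = acetylcholine EC80 with DMSO and 100% = DMSO without agonist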
CHRM5 agonist – human M5 muscarinic receptor agonists, primary screen, CHO-K1 cells, Fluo-8 calcium fluorescence; activation, % at 3 µM; AID 624037, 2012; Muscarinic acetylcholine receptor M5 (Homo sapiens), P08912; CHO-K1 hM5 cells; 0% DMSO wells, 100% maximal acetylcholine response; 360,000 compounds, 0.19% hits;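 active means activation above the run's mean over test compounds plus 3 SD, cut at about 23% in these data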;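 further: signal is peak over basal fluorescence ratio across the kinetic read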
M4 antag – human M4 muscarinic receptor antagonists, primary screen, CHO cells, Fluo-8 calcium fluorescence; CHO-hM4 cells, ACh EC80; inhibition, % at 3 µM; 360,000 compounds, 0.73% hits; AID 624125, 2012;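 active means inhibition above its plate's cutoff, the mean inhibition of sample wells plus 3 SD, cut at about 27% in these data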;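 further: 0% = acetylcholine EC80 with DMSO and 100% = DMSO without agonist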
Target sequence (P08173 whole entry, looked up): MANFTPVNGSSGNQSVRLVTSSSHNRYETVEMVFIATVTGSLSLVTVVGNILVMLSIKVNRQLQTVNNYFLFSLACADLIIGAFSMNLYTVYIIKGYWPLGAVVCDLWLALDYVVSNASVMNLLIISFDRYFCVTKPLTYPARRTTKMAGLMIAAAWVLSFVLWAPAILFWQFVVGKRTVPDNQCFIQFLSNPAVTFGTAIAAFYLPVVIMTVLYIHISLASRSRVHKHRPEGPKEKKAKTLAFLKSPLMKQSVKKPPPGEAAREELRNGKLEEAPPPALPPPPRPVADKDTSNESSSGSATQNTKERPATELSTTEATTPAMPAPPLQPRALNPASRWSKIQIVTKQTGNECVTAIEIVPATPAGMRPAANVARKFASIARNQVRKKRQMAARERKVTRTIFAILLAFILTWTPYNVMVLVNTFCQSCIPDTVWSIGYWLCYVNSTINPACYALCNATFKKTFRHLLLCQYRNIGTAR
M4 PAM – human M4 muscarinic receptor positive allosteric modulators, primary screen, CHO-K1 cells, Fluo-8 calcium fluorescence. Muscarinic acetylcholine receptor M4 (Homo sapiens), P08173. activation, % at 3 µM. 360,000 compounds, 0.4% hits. CHO-K1 hM4/Gqi5, ACh EC20; 0% = ACh EC20, 100% = maximal ACh;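 active means activation above its plate's cutoff, the mean activation of sample wells plus 3 SD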; further: some results filed as inactive read as strong as hits
CRFR2-BP antag – antagonists of CRF-BP/CRF-R2 complex, primary screen, cell-based, HEK293, calcium dye fluorescence, uHTS. CRF-induced calcium fluorescence. inhibition, % at 11.8 µM. 350,000 compounds, 0.59% hits;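 active means inhibition of the ligand-induced calcium signal above about 50% at the single tested concentration, limit read from the data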
M5 PAM – human M5 muscarinic receptor positive allosteric modulators, primary screen, CHO-K1 cells, Fluo-8 calcium fluorescence; activation, % at 3 µM; CHO-K1 hM5, ACh EC20 PAM; 0% = ACh EC20, 100% = ACh EC100; 360,000 compounds, 0.3% hits;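 active means activation above the run cutoff, the mean activation of all test compounds plus 3 SD, cut at about 18% in these data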
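System – CHO-K1 hM5 cells · Compound – 3 µM, single dose · Incubation – compound preincubation 140 s before EC20 acetylcholine addition · Technique – Fluo-8 calcium fluorescence · Measure – Max/basal fluorescence ratio as % of EC20–EC100 ACh window · Benchmarks – low control EC20 acetylcholine (0%), high control EC100 acetylcholine (100%) · Replication – singlicate, one well per test compound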
M4 ag – human M4 muscarinic receptor agonists, primary screen, CHO-K1 cells, Fluo-8 calcium fluorescence. CHO-K1 hM4/Gqi5; vehicle 0%, full acetylcholine response 100%. activation, % at 3 µM. 360,000 compounds, 0.14% hits. AID 624127, 2012;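 active means activation above the run mean over all test wells plus 3 SD, cut at about 32% in these data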;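 further: peak over basal fluorescence ratio per well then scaled between controls; 0% = DMSO wells and 100% = acetylcholine at EC100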
CRFBP-R2 agonist – agonists of CRF-BP/CRF-R2 complex, primary screen, cell-based, HEK293, calcium dye fluorescence, uHTS | CRF-binding protein / CRF receptor 2 complex (human) | calcium dye fluorescence (FLIPR); percent of saturating CRF peptide response | activation, % at 13.2 µM | 350,000 compounds, 0.46% hits;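 active means activation of at least 50%, plus an integration ratio under a set limit after plate pattern correction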;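 further: plate controls were neutral control wells without compound for no effect and CRF at EC100 for full effect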
* marks the source's active call; other numbers are inactive results; / = not tested or not shown.

SMILES | M1 PAM | M5 antag | CHRM5 agonist | M4 antag | M4 PAM | CRFR2-BP antag | M5 PAM | M4 ag | CRFBP-R2 agonist
O=[N+]([O-])c1ccc(OCC(O)CN2CCN(c3ccccc3F)CC2)cc1 (stereo unspecified) | -14 | 4 | -6 | -8 | -1 | 21 | -6 | 4 | -0.8
COc1ccc(C(CNC(=O)c2[nH]c(C)c(C(C)=O)c2C)N2CCOCC2)cc1 (stereo unspecified) | 7 | 14 | 1 | -2 | 4 | -2 | 5 | 0 | -1.4
CC(C)N1CCC2(CC1)Oc1ccc(Br)cc1C1CC(c3cccnc3)=NN12 (stereo unspecified) | 4 | 10 | -9 | 0 | 6 | -10 | 5 | 2 | 1.4
CCCCc1ccc(NC(=O)OC)cc1 | 6 | -5 | -7 | -4 | 3 | 12 | 1 | -1 | -1.5
CC(OC(=O)c1cc(=O)[nH]c2ccccc12)C(=O)Nc1ccc(Cl)cn1 (stereo unspecified) | -1 | -4 | 0 | -3 | 2 | -28 | -7 | 3 | -2.2
OC(Cn1cnnc1)c1ccccc1 (stereo unspecified) | 7 | 7 | -2 | 4 | -1 | 11 | 2 | 2 | 0.2
CC(C)C[C@H](NC(=O)c1nc[nH]c1C(=O)N1CCNCC1)C(=O)OCc1ccccc1 | 0 | -1 | 6 | 1 | -1 | 28 | 8 | 0 | -2.4
COc1cc(/C=N/NC(=S)NC(C)C)ccc1OCC(=O)Nc1c(C)cc(C)cc1C | -5 | 6 | 2 | -7 | -4 | 9 | -12 | 4 | 0.9
Cn1c(N)c(C(=O)CSc2nc(C3CC3)n(-c3ccccc3)n2)c(=O)[nH]c1=O | 11 | 5 | 3 | -8 | 8 | -22 | 1 | 1 | 0.3
Cc1cc(C)c(O)c(-c2cc(C(=O)Nc3c(C)n(C)n(-c4ccccc4)c3=O)[nH]n2)c1 | 12 | 6 | -2 | 1 | -3 | 16 | 2 | 0 | 0.6
Cc1cccc(C)c1OCC(=O)Nc1cccc(C(=O)O)c1 | 12 | 5 | -2 | 1 | 3 | -2 | 1 | 1 | 0.4
CC1=CC(C)C(/C=N/n2cnnc2)C(C)C1 (stereo unspecified) | 4 | -3 | 0 | -7 | 9 | -6 | 0 | 0 | 2.3
Cc1ccc(NC(=O)C2(C)CCN2C(=O)Cc2ccc(C(C)C)cc2)cc1 (stereo unspecified) | -6 | -11 | -1 | -9 | -8 | / | 3 | 2 | /
N#Cc1c(-n2cccc2/C=N/O)sc2c1CCCC2 | -18 | -7 | -12 | 5 | -15 | 21 | -15 | 1 | -3.2
O=C(CCN1C(=O)C2C3C=CC(C3)C2C1=O)Nc1ccccc1 (stereo unspecified) | 13 | -18 | 0 | -11 | -2 | 20 | 6 | 2 | 1.4
O=C(CCc1nnc2ccc(NCc3ccccc3)nn12)NC1CCCC1 | 8 | 6 | -4 | -2 | -1 | 1 | 1 | 1 | 0.1
CCOC(=O)C1CCN(C(=O)C2CCN(c3nn4c(=O)cc(C)nc4s3)CC2)CC1 | 0 | -2 | -8 | 6 | -6 | 4 | 4 | 0 | 0.7
O=C(NC1CC(=O)N(c2ccc3c(c2)OCCO3)C1)N1CCCCC1 (stereo unspecified) | 6 | -6 | 1 | -11 | 7 | -4 | -3 | 2 | 2.0
CCCS(=O)(=O)NC(=O)C1(C)CCN(C(=O)c2cccc(C)c2C)C1 (stereo unspecified) | 2 | -6 | 0 | -11 | 19* | / | -1 | 1 | /
COc1cccc(N(C(=O)Cn2nnc3ccccc32)C(C(=O)NCc2ccco2)c2cccnc2)c1 (stereo unspecified) | 0 | -1 | 0 | -4 | 1 | -6 | 2 | 1 | 0.8
Cc1ccc(N=C2NC(=O)/C(=C/c3cccs3)S2)cc1C | -2 | 1 | -1 | -5 | 1 | -23 | -9 | 2 | 2.8
CCCCC(=O)Nc1cccc(-c2nc3ncccc3o2)c1C | 0 | -6 | 2 | -16 | 1 | 7 | -2 | 8 | 0.0
C/C(=N/NC(=O)c1cccc(Br)c1)C1CC2CCC1C2 (stereo unspecified) | 3 | -12 | -4 | -13 | 0 | -1 | 3 | 2 | -0.2
CCc1ccc(NC(=O)C/C(C)=N/NC(=O)OCc2ccc(OC)cc2)cc1 | 3 | 8 | -1 | -16 | 14 | -4 | 2 | -2 | 1.3
COc1ccc2ccccc2c1/C=N/NC(=O)c1ccc(C)nc1 | 5 | 9 | -2 | 1 | -2 | -2 | -1 | 1 | -1.6
CCCCN(C)C(=O)c1cc2cc3ccc(OC)cc3nc2o1 | 7 | -3 | 0 | -9 | 0 | -6 | 2 | 3 | 0.7
CC(Sc1nnnn1C)C(=O)NC(=O)NC1CCCCC1 (stereo unspecified) | 9 | 3 | -1 | -5 | 2 | -5 | 17 | 2 | 0.3
Cc1cc(C(=O)COC(=O)Cc2n[nH]c(=O)c3ccccc23)c(C)n1-c1ccc2c(c1)OCO2 | -20 | 2 | -2 | 1 | -7 | 15 | -9 | 9 | 0.1
N#Cc1ccc(NC(=O)COc2ccc(-n3cnnn3)cc2)cc1 | -1 | 12 | 6 | 2 | 3 | 8 | -6 | 2 | -3.8
N/C(CSc1ccccn1)=N\OCc1c(Cl)cccc1Cl | 1 | 0 | -7 | -6 | -2 | -7 | -4 | 3 | -0.7
CCc1ccc(C(=O)N2CCC(c3nc4ccccc4s3)CC2)cc1 | 4 | -3 | -11 | -8 | -3 | -6 | 8 | 3 | -0.5
CCN(CC(=O)Nc1ccccc1C(F)(F)F)C(=O)c1cc(S(=O)(=O)N(C)C)ccc1N1CCCC1 | 1 | 4 | 0 | -4 | -7 | -11 | -4 | 6 | -0.7
CCOC(=O)c1sc2nc(SCC(=O)N(CC)CC)n(CCCN3CCCC3=O)c(=O)c2c1C | -6 | 6 | 1 | -2 | -12 | 7 | 1 | 2 | -1.1
O=C(CN1C(=O)NC2(CCCC2)C1=O)NCC1CCCO1 (stereo unspecified) | 9 | 4 | -1 | -7 | 6 | 0 | 10 | 0 | -0.1
O=c1oc2ccccc2c(Nc2cccc(O)c2)c1[N+](=O)[O-] | 8 | -4 | -5 | -3 | 8 | 1 | 5 | 2 | -1.1
CCOc1ccc(NC(=O)NCC2CCN(Cc3ccc(F)cc3)CC2)cc1 | 2 | 11 | -4 | 2 | 2 | 7 | 1 | 1 | -7.4
Cc1cc(C)c(S(=O)(=O)Nc2nnc(C3CCCCC3)s2)c(C)c1 | 12 | 3 | -8 | -10 | 11 | 25 | -5 | -1 | -1.1
COc1ccccc1C1NC(=O)NC(C)=C1C(C)=O (stereo unspecified) | 7 | -10 | -1 | -1 | 5 | -5 | 3 | 0 | 1.1
O=C(/C=C/c1cccc(Cl)c1)N1CCC(Cc2ccccc2)CC1 | -10 | -8 | -2 | -10 | -5 | -8 | 0 | -1 | 0.6
Cc1ccc(Nc2nc(/N=C/N(C)C)n[nH]2)cc1C | -4 | 7 | 2 | 8 | -4 | 11 | -2 | 1 | 0.4
O=S(=O)(NCCSc1ccccc1)c1ccc(F)cc1 | 2 | -8 | -8 | -3 | -1 | -9 | 2 | 0 | -0.1
CCOc1ccc(Nc2nc(-c3cccnc3)cs2)cc1 | 18 | 15 | -10 | -3 | 5 | 5 | 3 | 1 | -1.4
COc1cc(CNC(C)C)ccc1OCC(=O)Nc1cccc2ccccc12 | -2 | 3 | -5 | -4 | -6 | -7 | -1 | 2 | 1.9
CC(OC(=O)CC1CCCC1)C(=O)Nc1ccc(Cl)cn1 (stereo unspecified) | 7 | 1 | -4 | 6 | 10 | 2 | 5 | 2 | -1.2
COc1ccc(/C=N/NC(=O)Cn2cnc3c2c(=O)n(C)c(=O)n3C)c(OC)c1OC | 13 | 0 | 3 | -1 | 4 | -3 | 6 | 1 | -0.3
CNC(=O)c1ccc(NC(=O)CC23CC4CC(CC(C4)C2)C3)cc1 | 14 | 3 | -1 | -2 | 0 | 6 | 5 | 3 | 2.2
